# NPR2 activator: GC-B (human) receptor activation; P20594; HEK293-GC-B cells, CNP EC30, cGMP TR-FRET; 0% at EC30 CNP, 100% saturating CNP; activation, % at 10 µM; hit rate 0.11% among 370,000;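 active means activation at 10 µM reaching about 35% in either raw or pattern-adjusted values, limit read from the data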
# NPR1 activator: GC-A (human) enzyme activation; AID 1671463; hit rate 0.14% among 370,000; HEK293 GC-A cells, cGMP TR-FRET, EC30 ANP; 0% at EC30 ANP, 100% saturating ANP; activation, % at 10 µM; P16066; in the data active means activation above about 40%
# Target sequence (P16066 whole entry, looked up): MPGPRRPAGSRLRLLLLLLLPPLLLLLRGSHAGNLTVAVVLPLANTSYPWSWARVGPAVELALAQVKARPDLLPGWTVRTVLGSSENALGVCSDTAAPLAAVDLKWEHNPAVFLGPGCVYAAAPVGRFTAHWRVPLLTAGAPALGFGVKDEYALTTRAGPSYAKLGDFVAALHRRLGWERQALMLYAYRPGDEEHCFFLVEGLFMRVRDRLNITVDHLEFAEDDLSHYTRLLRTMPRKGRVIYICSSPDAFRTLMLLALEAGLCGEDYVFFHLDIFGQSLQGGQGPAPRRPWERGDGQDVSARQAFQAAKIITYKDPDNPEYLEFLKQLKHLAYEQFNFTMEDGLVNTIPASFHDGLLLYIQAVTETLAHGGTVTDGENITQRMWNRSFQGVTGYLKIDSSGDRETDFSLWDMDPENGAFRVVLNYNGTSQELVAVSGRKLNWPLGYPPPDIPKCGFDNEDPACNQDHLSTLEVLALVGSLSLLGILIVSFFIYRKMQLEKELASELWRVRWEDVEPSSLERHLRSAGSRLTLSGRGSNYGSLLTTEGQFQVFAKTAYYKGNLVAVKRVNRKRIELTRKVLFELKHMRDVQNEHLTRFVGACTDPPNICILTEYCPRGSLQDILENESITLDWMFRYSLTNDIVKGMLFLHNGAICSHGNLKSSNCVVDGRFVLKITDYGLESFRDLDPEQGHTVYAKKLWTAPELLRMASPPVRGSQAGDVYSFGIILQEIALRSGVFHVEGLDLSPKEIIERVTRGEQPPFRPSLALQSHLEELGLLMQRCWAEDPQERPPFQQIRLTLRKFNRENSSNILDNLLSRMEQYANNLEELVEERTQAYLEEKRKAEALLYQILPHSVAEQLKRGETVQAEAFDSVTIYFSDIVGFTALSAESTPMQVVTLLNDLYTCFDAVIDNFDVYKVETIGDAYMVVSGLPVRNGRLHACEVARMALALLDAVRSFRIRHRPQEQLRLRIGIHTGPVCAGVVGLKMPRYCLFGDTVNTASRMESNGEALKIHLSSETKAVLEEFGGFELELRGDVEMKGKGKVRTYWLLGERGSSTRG
# PRMT1 FP inh: inhibitors of human PRMT1; Q99873; hit rate 1.3% among 370,000; inhibition, % at 2.79 µM; AID 652257; recombinant PRMT1, activity-based probe fluorescence polarization;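 active means inhibition above about 21% made by adding two undisclosed values, limit read from the data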
# SIAE inh: inhibitors of human sialic acid acetylesterase SIAE; Q9HAT2; SIAE FP-Rh probe binding, fluorescence polarization; inhibition, % at 9.66 µM; hit rate 0.69% among 370,000;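 active means inhibition above a cutoff: mean of compounds within the control limits plus 3 SD of those, cut at about 17% in these data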;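 further: 0% = plate median of compound wells and 100% = probe without SIAE protein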
# UHRF1 binding: human UHRF1 methylated DNA binding inhibitors | Q96T88 | UHRF1 binding to methylated oligo, TR-FRET | inhibition, % at 4.4 µM | hit rate 0.75% among 370,000; in the data active means inhibition above about 21%;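 further: UHRF1 SRA domain binding a hemimethylated CpG hairpin DNA probe; 0% = median of test compound wells and 100% = reference inhibitor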
# ABHD4 inh: ABHD4 (mouse) inhibition, primary FP screen; purified mABHD4, FP-Rh probe fluorescence polarization; inhibition, % at 8.92 µM; hit rate 0.54% among 370,000; AID 720543;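 active means inhibition exceeding the mean over every tested compound plus 3 SD, cut at about 30% in these data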;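 further: 0% = plate median of compound wells and 100% = S159A mutant with DMSO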
#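 System: mouse ABHD4 enzyme, wild type / Medium: HEPES pH 7.0, NaCl, Pluronic buffer / Reagent: FP-Rh activity-based fluorescent probe / Control set: S159A mutant high control, sample median low control / Detection: fluorescence polarization with parallel and perpendicular emission, 525/598 nm / Schedule: 45 min + 60 min at 25 °C / Compound dosing: 8.92 µM, single dose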
# TCR CD3 inh: inhibitors of human TCR-CD3 interaction; TAMRA-labeled TCR probe fluorescence, biochemical; hit rate 0.37% among 360,000; inhibition, % at 9.4 µM; in the data active means inhibition above about 19%;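 further: recombinant mutant TCR 2C K166C tagged with TAMRA read by polarization; 0% = receptor in buffer alone and 100% = receptor with positive control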
# MBD2 inh: blocks human MBD2 binding to methylated DNA | hit rate 0.31% among 370,000 | Q9UBB5 | AID 686964 | inhibition, % at 4.4 µM | TR-FRET, MBD2 binding to methylated oligonucleotide; in the data active means inhibition above about 13%
# HTRA1 inhibitor: inhibitors of human serine peptidase HTRA1 | Q92743 | recombinant HTRA1, FP-rhodamine activity-based probe, fluorescence polarization | inhibition, % at 5.96 µM | hit rate 0.5% among 340,000 | AID 504803; in the data active means inhibition above about 36%;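 further: 0% = enzyme with DMSO and 100% = wells lacking enzyme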
# rCAG binder: molecules binding r(CAG) RNA repeats | r(CAG) RNA repeat, TO-PRO-1 dye displacement fluorescence | inhibition, % at 3 µM | hit rate 1.3% among 370,000 | AID 651821;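 active means inhibition above the plate cutoff, the mean of all test compounds on that plate plus 3 SD, cut at about 35% in these data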;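 further: 0% = DMSO alone and 100% = 100 µM mitoxantrone as full dye displacement; higher means more dye released from RNA so lower well fluorescence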
# The depositor's hits bear a star; x = no result given; & = joins results of further samples. Some of the compounds tested; count on the stated rates, not on these rows.
SMILES,NPR2 activator,NPR1 activator,PRMT1 FP inh,SIAE inh,UHRF1 binding,ABHD4 inh,TCR CD3 inh,MBD2 inh,HTRA1 inhibitor,rCAG binder
Cn1c(C(=O)NN)cc2cc(OCc3ccccc3)ccc21,-5,1,-4,8,0,0,-9,-7,x,10
CC(Sc1nnnn1C)C(=O)NC(=O)NC1CCCCC1 (stereo not given),2,3,2,0,5,4,-3,-2,6,-1
O=[N+]([O-])c1cccc(-n2cccc2/C=N/Nc2nc(N3CCCCC3)nc(N3CCCCC3)n2)c1,1,-2,0,-4,-2,10,9,-1,-4,5
COc1ccc(C2(c3ccc(OC)cc3)NC(=O)N(CC(=O)Nc3cc(C)ccc3OC)C2=O)cc1,5,-2,-2,4,1,-20,6,1,-39,6
CC(Sc1nc(N2CCOCC2)c2c(c1C#N)CC(C)(C)OC2)C(=O)O (stereo not given),2,5,-2,7,-2,1,-1,-6,7,2
O=C(O)c1ccc(Cl)c(S(=O)(=O)N(Cc2ccccc2)c2ccccc2Cl)c1,6,-1,-1,1,0,12,3,4,-36,73*
COc1ccccc1-c1noc(-c2cc(OC)c(OC)c(OC)c2)n1,-2,7,1,-7,0,4,-5,4,-1,-3
O=C(CNCCC1=CCCCC1)Nc1ccc(N2CCCCCC2)cc1,-4,-2,1,8,1,15,1,-4,8,-6
CCC(C)NC(=O)C(=O)NCc1ccncc1 (stereo not given),-3,-1,2,0,1,2,4,1,2,2
ONC=Nc1cccc2nonc12,-1,3,-1,0,-2,-12,9,-5,-4,-2

# A few values from above.
# ONC=Nc1cccc2nonc12 @ ABHD4 inh = -12
# COc1ccc(C2(c3ccc(OC)cc3)NC(=O)N(CC(=O)Nc3cc(C)ccc3OC)C2=O)cc1 @ NPR2 activator = 5
# O=[N+]([O-])c1cccc(-n2cccc2/C=N/Nc2nc(N3CCCCC3)nc(N3CCCCC3)n2)c1 @ TCR CD3 inh = 9

# Next part
SMILES,NPR2 activator,NPR1 activator,PRMT1 FP inh,SIAE inh,UHRF1 binding,ABHD4 inh,TCR CD3 inh,MBD2 inh,HTRA1 inhibitor,rCAG binder
CCCCN(CC)C(=O)CN(C)S(=O)(=O)c1cccc2nsnc12,-1,2,3,3,-3,6,4,2,4,-4
COc1ccc(-c2nc(N3CCCC3)[nH]c(=O)c2C#N)cc1,-3,4,1,-7,1,-8,-3,-2,-2,1
COCCn1c(N)c(N(Cc2ccccc2)C(=O)Cc2ccccc2F)c(=O)[nH]c1=O,0,-5,2,3,-1,-1,-3,-2,1,-1
O=c1oc2ccccc2c(Nc2cccc(O)c2)c1[N+](=O)[O-],-2,5,-1,-3,-3,4,6,-10,-1,2
O=C(NC(=S)Nc1ccc(N2CCOCC2)c(Cl)c1)c1sc2ccccc2c1Cl,6,6,3,2,4,7,-5,0,3,6
CN(Cc1ccccc1)C(=O)COC(=O)c1ccc(Cl)c(N)c1,1,2,-1,-6,-1,-8,8,0,8,0
CC1CCCCC1NC(=O)CN(C)S(=O)(=O)c1cccc2nsnc12 (stereo not given),8,0,2,-12,4,6,3,-2,4,-5
COc1ccc2c(c1)NC(=O)CC(c1ccccc1)=N2,2,4,1,4,4,-3,0,0,5,-2
O=c1[nH]c(C2CCCN(S(=O)(=O)Cc3ccccc3)C2)nc2c1nnn2Cc1cccc(Cl)c1 (stereo not given),1,-4,-4,1,4,-5,-7,-3,-8,4
Cc1csc(CN(C)C(=O)CC2C(=O)NCCN2Cc2ccc(-c3ccccc3)cc2)n1 (stereo not given),-2,1,2,1,-1,5,0,1,-7,2
O=C(O)c1cc(N2CCOCC2)nc2ccccc12,3,0,0,7,-1,2,1,-1,6,0
COC(=O)CC1=NN(c2ccccc2)C(=O)/C1=C\c1ccc(OC)cc1,0,25,7,7,-7,15,6,-8,3,42*
Cc1cccc(-n2ccnc2SCC(=O)O)c1C,-2,2,1,2,1,2,-1,0,4,-2
Cc1cccn2c(=O)nc(SCC(=O)Nc3ccc4c(c3)OCCO4)nc12,3,1,0,-11,-4,2,1,-1,-5,2
CC(C)[C@@H]1NC(=O)[C@@H]2CSCCS(=O)(=O)N2C1=O,4,4,-1,2,-2,6,1,4,x,3
COc1ccc(C(=O)Sc2ccc(Cl)cc2)cc1OC,-7,16,6,1,0,-5,-1,0,7,-2
CCCCC1(C(=O)OCC)CC(CN2CCOCC2)OC1=O (stereo not given),1,3,2,4,12,-8,-4,-3,2,-4
Cc1ccc(C(=O)N2CCN(c3ccc(C(F)(F)F)cn3)CC2)o1,-7,1,5,3,0,-5,-5,-2,-7,-4
COc1ccc2nc(NC(=O)c3sc4nc(C)cc(C)c4c3N)sc2c1,3,9,-1,7,0,4,-2,4,-8,5
Cc1cc(C(=O)OCC(=O)NCCc2ccccc2)c(C)o1,6,0,2,0,-3,5,5,3,-7,1

# Part of the list above, tab-delimited:
SMILES	NPR2 activator	NPR1 activator	PRMT1 FP inh	SIAE inh	UHRF1 binding	ABHD4 inh	TCR CD3 inh	MBD2 inh	HTRA1 inhibitor	rCAG binder
COc1ccc(-c2nc(N3CCCC3)[nH]c(=O)c2C#N)cc1	-3	4	1	-7	1	-8	-3	-2	-2	1
O=[N+]([O-])c1cccc(-n2cccc2/C=N/Nc2nc(N3CCCCC3)nc(N3CCCCC3)n2)c1	1	-2	0	-4	-2	10	9	-1	-4	5
O=C(NC(=S)Nc1ccc(N2CCOCC2)c(Cl)c1)c1sc2ccccc2c1Cl	6	6	3	2	4	7	-5	0	3	6

# Other entries follow.
SMILES,NPR2 activator,NPR1 activator,PRMT1 FP inh,SIAE inh,UHRF1 binding,ABHD4 inh,TCR CD3 inh,MBD2 inh,HTRA1 inhibitor,rCAG binder
COc1ccc(CCNC(=O)c2c(C)nc3ccccn23)cc1,3,-1,7,-4,0,3,-10,-1,6,-4
CC(C)(C)CC(=O)N1CCC(c2nc3c(nnn3Cc3c(F)cccc3Cl)c(=O)[nH]2)CC1,9,4,2,5,-1,3,2,-6,-4,1
COc1cc(/C=C2\C(=N)N3N=C(S(C)(=O)=O)SC3=NC2=O)ccc1OCCOc1ccccc1C,-3,-8,3,-20,2,-22,-2,7,-36,40*
O=C(CSc1ccc(-c2ccco2)nn1)Nc1ccccc1,0,-4,7,9,-2,5,7,4,-3,2
COc1ccccc1NC(=O)Nc1ccnn1C1CCN(C(=O)c2cscn2)CC1,1,0,0,3,-3,1,5,-6,1,-3
CC(=O)O[C@]1(C(C)=O)CC[C@H]2[C@@H]3C[C@H](C)C4=CC(=O)CC[C@]4(C)[C@H]3CC[C@@]21C,4&-2,-5&-1,-7&-1,-2&-9,2&0,2&-2,-8&3,-1&0,-2&6,3&-2
COc1ccc(CNC(=O)CC2C[C@H](C(=O)N3CCOCC3)[C@@]3(CCC4CCCC4)c4[nH]c5ccccc5c4CCN3C2=O)cc1OC (stereo not given in full),-19,-16,-5,3,-3,-3,5,-7,-7,2
CC1(C)CC(NC(=O)Cc2ccccc2[N+](=O)[O-])CC(C)(C)N1,1,4,-1,-3,-1,-4,9,-1,6,0
C[C@@H]1CN([C@H](C)CO)C(=O)c2cccc(NC(=O)c3ccncc3)c2O[C@@H]1CN(C)Cc1ccc(C(=O)O)cc1,4,3,0,-2,3,4,4,0,1,6
CC1(C)CCC(=O)N2CC[C@H]3c4cc5ccccc5nc4C[C@@H]1[C@H]32,-3,-1,-1,7,0,9,-3,6,-4,-5
O=[N+]([O-])c1ccccc1N=NNc1ccccc1,-8,-7,3,8,-3,7,2,-7,-2,4
COc1cccc(CN2CCN(Cc3cccc4c3OCO4)CC2CCO)c1 (stereo not given),-2,-3,0,1,3,4,-4,-3,1,-7
O=C(NCc1ccc(Cl)nc1)c1csc(COCCO)n1,2,-1,-2,-1,1,4,-2,-2,x,3
CCn1c(CCn2ccnc2C)n[nH]c1=S,5,5,1,2,-1,-1,-4,-5,-4,-2
Cc1ccc(-c2cc(C(=O)N/N=C/c3ccco3)n[nH]2)s1,4,5,1,-5,-1,-9,-2,2,-22,4
Cc1ccc(NNC(=O)Nc2ccc(Cl)cc2)nn1,-1,12,24*,-3,7,-12,-5,1,x,-2
NS(=O)(=O)c1ccc(CCNC(=O)COC(=O)CCc2c[nH]c3ccccc23)cc1,8,-1,-1,0,2,-4,5,-1,-2,7
O=S(=O)(NCc1c(Cl)cccc1Oc1ccccc1)c1ccc(F)cc1,-5,-5,0,-6,-3,-5,-4,0,-49,8
Cc1cc(NS(=O)(=O)c2ccc(NC(=O)/C=C/c3ccccc3Cl)cc2)no1,3,0,0,-32,-1,-48,8,0,-45,71*
Cc1nc2nc(C)c(NS(=O)(=O)c3ccc4c(c3)CCCC4)c(=O)n2[nH]1,0,3,-6,6,2,-1,3,2,9,1
O=C(CNC(=O)Cc1ccc(Cl)cc1)NCc1ccco1,-1,-2,-4,4,1,2,1,0,-1,0
COc1ccc(C(=O)NCCc2c[nH]c3ccccc23)cc1,-3,5,-2,3,3,1,-5,-2,4,-3
Cc1ccc2nc(NC(=O)c3ccc4ncsc4c3)sc2c1,-8,5,3,-25,-1,-3,-7,6,-24,11
CC(C)c1ccc(C(=O)N2CCN(c3cnn(C)c(=O)c3Cl)CC2)cc1,-4,7,8,3,3,1,-4,-1,1,-6
CCc1ccccc1NC(=O)NC1CCCCC1,2,-1,0,-2,0,0,-4,1,0,3
COC(=O)c1c(NC(=O)/C=C/c2ccco2)sc2c1CCC2,-8,-1,1,-2,0,3,1,2,0,6
CCN(CC)C(=O)Cn1cc(C(=O)C(=O)N2CCN(c3ccccc3)CC2)c2ccccc21,6,4,8,0,1,-5,-7,5,3,1
CCOc1ccc(C2C(C#N)=C(N)Oc3nc[nH]c(=O)c32)cc1 (stereo not given),2,-3,5,-3,8,-10,2,7,-6,-1
CC(C)=CCN1CCN(Cc2cccc3nccnc23)CC1CCO (stereo not given),0,-1,-7,0,0,1,5,-4,10,-4
Cc1sc2ncn(CCC(=O)O)c(=O)c2c1C,2,-1,-1,1,-1,6,2,5,6,-2
O=C1[C@@H](c2ccccc2)CC[C@@H]2C=CC[C@H]3CCN1[C@@H]32,-4,0,1,0,0,9,-1,-3,x,4
COC(=O)c1c(C)nsc1NC(=O)Oc1ccccc1,-1,0,1,1,-1,2,-1,2,-3,0
N#Cc1c(N2CCOCC2)nc(-c2ccco2)c2c1CCCC2,-4,1,15,3,-3,-4,2,2,-8,2
COc1ccc2cc3c(N)nn(C(=O)c4ccc(Cl)c([N+](=O)[O-])c4)c3nc2c1,1,-8,0,-29,-1,-1,1,-3,-6,2
Cc1cccc(Oc2nc3ccccn3c(=O)c2/C=C(\C#N)C(=O)NC2CCS(=O)(=O)C2)c1 (stereo not given),-7,2,2,0,0,4,-1,-3,1,1
COc1ccc(C(CC(=O)c2ccc(O)cc2)S(=O)(=O)c2ccc(C)cc2)cc1 (stereo not given),-8,-1,2,-2,3,-17,-3,2,-9,6
CCc1ccc(/C=C/C(=O)C2C(=O)c3ccccc3C2=O)cc1,-3,2,0,-13,-7,-29,6,0,-11,64*
COc1ccc(-n2c(=S)[nH]c3cc(C(=O)N4CCN(c5ccccc5)CC4)ccc3c2=O)c(OC)c1,1,5,1,-1,-2,1,11,-2,-1,5
CC(C)C(NC(=O)c1ccc(Cl)cc1)C(=O)NC1=NCCS1 (stereo not given),2,0,-1,10,-1,11,-7,-4,2,-1
O=C(CN1C(=O)CCC1=O)c1ccc(-c2ccccc2)cc1,3,5,0,3,-1,-1,12,3,10,3
CCOc1ccc(/C=N/Nc2nc(=O)[nH]nc2C)cc1OC,-2,-1,-5,8,-3,-1,2,-5,3,-4
CC(C)(CO)NCc1ccc(Br)cc1,-2,5,0,-2,16,3,-3,5,-4,1
